# Screening data from PubChem BioAssay.
# CRFBP-R2 block = antagonists of CRF-binding protein/CRF-R2 receptor complex; AID 588475; hit rate 0.59% among 350,000; HEK293 CRF-R2/CRF-BP, CRF-induced calcium fluorescence; inhibition, % at 11.8 µM;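 active = inhibition of the ligand-induced calcium signal above about 50% at the single tested concentration, limit read from the data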
# TAAR1 antagonist = human TAAR1 antagonism | Q96RJ0 | CHO RD-HGA16 TAAR1, Fluo-8 calcium fluorescence, antagonist | inhibition, % at 3 µM | hit rate 1.5% among 360,000;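 active = inhibition above a per-plate cutoff, the mean inhibition of test compounds on that plate plus 3 SD, cut at about 49% in these data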;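 note: 0% = DMSO plus EC80 beta-PEA response and 100% = DMSO alone without agonist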
#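 Assay system: RD-HGA16 CHO cells with stable hTAAR1 and Gα16 / Reagent: EC80 β-phenethylamine stimulus / Doses: 3 µM, single point / Timing: dye loading 75 min at 37 °C, then 30 min room temperature / Measured by: Fluo-8 intracellular calcium dye fluorescence, real-time kinetic reads / Controls: vehicle wells and EC80 agonist wells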
# M4 PAM = CHRM4 positive allosteric modulation; P08173; activation, % at 3 µM; hit rate 0.4% among 360,000; CHO-K1 hM4/Gqi5, Fluo-8 calcium fluorescence, ACh EC20; 0% = ACh EC20, 100% = maximal ACh;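 active = activation above its plate's cutoff, the mean activation of sample wells plus 3 SD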; note: some results filed as inactive read as strong as hits
# Target sequence (P08173 whole entry, looked up): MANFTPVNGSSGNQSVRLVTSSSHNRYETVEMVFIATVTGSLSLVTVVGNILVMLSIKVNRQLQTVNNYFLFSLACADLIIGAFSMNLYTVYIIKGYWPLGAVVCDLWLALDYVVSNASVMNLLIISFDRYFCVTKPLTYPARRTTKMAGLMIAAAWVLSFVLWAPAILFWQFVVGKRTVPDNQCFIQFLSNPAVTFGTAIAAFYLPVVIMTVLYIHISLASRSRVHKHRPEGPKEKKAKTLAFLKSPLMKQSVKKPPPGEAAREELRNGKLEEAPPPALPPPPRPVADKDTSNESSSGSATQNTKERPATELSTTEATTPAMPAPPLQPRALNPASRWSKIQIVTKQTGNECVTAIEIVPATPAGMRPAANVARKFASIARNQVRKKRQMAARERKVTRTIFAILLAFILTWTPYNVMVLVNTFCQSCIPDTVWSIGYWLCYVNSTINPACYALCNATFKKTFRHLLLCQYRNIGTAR
# M1 PAM parental = nonselective activator or artifact in parental CHO-K1 calcium assay; ATP EC20, Fluo-8 calcium fluorescence; 0% at ATP EC20, 100% at ATP max; activation, % at 3 µM; hit rate 0.02% among 360,000; AID 602247;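 active = activation above the run cutoff, the mean activation of all test compounds plus 3 SD, cut at about 40% in these data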;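 note: peak over basal fluorescence ratio in a 140 s read after ATP addition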
# CRFR2-BP ag = CRF-BP/CRF-R2 complex agonism; HEK293 CRF-R2/CRF-BP, calcium dye fluorescence (FLIPR); percent of saturating CRF peptide response; activation, % at 13.2 µM; hit rate 0.46% among 350,000;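 active = activation of at least 50%, plus an integration ratio under a set limit after plate pattern correction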;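 note: plate controls were neutral control wells without compound for no effect and CRF at EC100 for full effect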
# TAAR1 agonist = human TAAR1 agonism; activation, % at 3 µM; CHO RD-HGA16 TAAR1, Fluo-8 calcium fluorescence; vehicle wells 0%, saturating PEA agonist 100%; AID 624467; hit rate 0.99% among 360,000; Q96RJ0;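 active = activation above the mean activation of all test compounds in the run plus 3 SD, cut at about 38% in these data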
#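 Signal – calcium-sensitive Fluo-8 signal, excitation 470-495, emission 515-575 nm · System – RD-HGA16 (CHO) cells co-expressing Gα16 and hTAAR1 · Incubation – 17-24 h seeding, 75 min 37 °C dye, 30 min RT · Compound dosing – 3 µM single concentration · Repeats – no replicates (n 1)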
# M5 ag = CHRM5 agonism in calcium assay; P08912; CHO-K1 hM5 cells, Fluo-8 calcium fluorescence; 0% DMSO wells, 100% maximal acetylcholine response; activation, % at 3 µM; hit rate 0.19% among 360,000; AID 624037;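 active = activation above the run's mean over test compounds plus 3 SD, cut at about 23% in these data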;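 note: signal is peak over basal fluorescence ratio across the kinetic read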
# Target sequence (P08912 whole entry, looked up): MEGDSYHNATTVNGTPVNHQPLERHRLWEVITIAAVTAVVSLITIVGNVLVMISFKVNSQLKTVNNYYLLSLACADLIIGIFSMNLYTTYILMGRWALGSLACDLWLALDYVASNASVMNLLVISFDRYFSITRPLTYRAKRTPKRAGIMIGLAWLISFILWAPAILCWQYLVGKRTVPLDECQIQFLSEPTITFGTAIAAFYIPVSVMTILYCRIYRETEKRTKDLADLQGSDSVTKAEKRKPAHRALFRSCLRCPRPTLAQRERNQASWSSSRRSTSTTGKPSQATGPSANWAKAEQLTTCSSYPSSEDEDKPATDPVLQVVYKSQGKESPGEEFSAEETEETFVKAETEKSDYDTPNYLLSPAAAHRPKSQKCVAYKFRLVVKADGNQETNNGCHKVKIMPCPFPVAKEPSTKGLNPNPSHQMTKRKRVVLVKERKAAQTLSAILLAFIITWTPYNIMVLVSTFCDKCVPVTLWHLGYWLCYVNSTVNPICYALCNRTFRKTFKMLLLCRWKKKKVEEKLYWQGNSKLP
# CHRM5 antagonist = antagonists of human muscarinic M5 receptor (CHRM5); hit rate 0.59% among 360,000; inhibition, % at 3 µM; P08912; AID 624040; CHO-hM5 cells, Fluo-8 calcium fluorescence, ACh EC80;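 active = inhibition above a per-plate cutoff, the mean of that plate's test compounds plus 3 SD, cut at about 27% in these data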;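 note: 0% = acetylcholine EC80 with DMSO and 100% = DMSO without agonist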
# CHRM5 PAM = CHRM5 positive allosteric modulation. P08912. CHO-K1 hM5, Fluo-8 calcium, ACh EC20 PAM; 0% = ACh EC20, 100% = ACh EC100. activation, % at 3 µM. hit rate 0.3% among 360,000;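 active = activation above the run cutoff, the mean activation of all test compounds plus 3 SD, cut at about 18% in these data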
#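 Assay system – human M5 receptor in CHO-K1 cells · Read-out – % activation, ACh-normalized · Technique – Fluo-8 calcium fluorescence · Dosing – single-point, 3 µM nominal · Incubation – Fluo-8 loading 80 min at 37 °C plus 30 min room temperature · Repeats – singlicate, one well per test compound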
# * hit, by the source's call; nt = no result given.
SMILES,CRFBP-R2 block,TAAR1 antagonist,M4 PAM,M1 PAM parental,CRFR2-BP ag,TAAR1 agonist,M5 ag,CHRM5 antagonist,CHRM5 PAM
O=C1C2CC=C(Cl)CC2C(=O)N1CNc1ccccn1 (stereo unspecified),5,5,-1,14,-0.8,3,0,-1,4
COc1ccccc1-c1csc(NC(=O)c2cc(-c3cccs3)nc3ccccc23)n1,0,10,8,3,-2.0,2,-1,10,-6
COC(=O)c1ccccc1C(=O)N1CCOCCOCCOCC1,16,8,3,20,1.7,0,-2,9,0
N#C/C(=C\c1ccc(O)cc1)C(=O)NCc1cccc(Cl)c1,-42,38,-6,3,33,63*,21,9,-11
O=C1c2cccc3cccc(c23)C(=O)N1/N=C/c1ccc(O)cc1O,-1,-3,-2,9,-0.1,0,-2,0,-2
O=C(NCc1ccccn1)C(=O)NN=C1CCCCCCCCCCC1,-8,-1,1,20,-1.8,0,-2,-17,5
O=C(COc1ccccc1)Nc1nc(-c2cccs2)cs1,-1,39,1,20,7.5,9,-6,5,-13
Cc1ccc(CN(C)Cc2cc(=O)oc3cc(C)c(Cl)cc23)cc1,-1,-19,-11,-10,1.7,1,-2,13,-4
CC1(C)CC(=O)c2cnc3c(C#N)cnn3c2C1,-10,15,10,-14,1.3,7,-1,-8,3
CC(=O)/C(=N/Nc1ccc(Br)cc1)N1CCCc2ccccc21,-9,-36,-24,16,0.1,-2,-6,-4,4
Cc1onc(-c2ccccc2Cl)c1C(=O)Nc1c(C)n(C)n(-c2ccccc2)c1=O,2,-6,-4,4,0.0,7,-1,2,-5
COc1cccc2sc3ccc(C#CC4(O)CCCCC4)cc3c(=O)c12,-14,60*,-1,7,-0.3,16,1,20,-14
COC(=O)c1c2c(nc3ccccc13)CCC2,-4,-11,9,13,-3.2,4,-15,5,0
c1ccc2oc(-c3csc(NCC4CCCO4)n3)cc2c1 (stereo unspecified),15,-22,0,12,-7.3,5,-4,9,-1
OC(Cn1cncn1)c1ccc(Cl)cc1 (stereo unspecified),-12,-1,9,6,-0.7,6,-2,-1,0
COc1ccc(-c2cc(C(=O)O)c3ccccc3n2)c(OC)c1,-4,-19,8,28,0.0,3,-2,-3,2
CCOP(=O)(c1ccccc1)c1nc(-c2ccccc2C)oc1NCc1ccccc1 (stereo unspecified),-12,-21,-2,18,0.7,1,-3,2,4
COc1ccccc1CNC(=O)C(C)Oc1ccccc1 (stereo unspecified),1,-13,-3,-4,0.2,1,-7,12,1
Cc1cc(C)cc(-n2c(C)cc(C(=O)CSc3nnnn3C)c2C)c1,4,44,-4,7,-0.1,38*,-10,-4,-10
CCN(CC)c1ccc(CN(C(=O)c2cc(OC)c(OC)c(OC)c2)C2CCS(=O)(=O)C2)cc1 (stereo unspecified),-8,-14,6,12,-2.3,9,-1,-6,3

# In a second layout: 4 of the compounds above.
Compound	CRFBP-R2 block	TAAR1 antagonist	M4 PAM	M1 PAM parental	CRFR2-BP ag	TAAR1 agonist	M5 ag	CHRM5 antagonist	CHRM5 PAM
COc1ccccc1-c1csc(NC(=O)c2cc(-c3cccs3)nc3ccccc23)n1	0	10	8	3	-2.0	2	-1	10	-6
COC(=O)c1ccccc1C(=O)N1CCOCCOCCOCC1	16	8	3	20	1.7	0	-2	9	0
N#C/C(=C\c1ccc(O)cc1)C(=O)NCc1cccc(Cl)c1	-42	38	-6	3	33	63*	21	9	-11
O=C1c2cccc3cccc(c23)C(=O)N1/N=C/c1ccc(O)cc1O	-1	-3	-2	9	-0.1	0	-2	0	-2

# Next section:
SMILES,CRFBP-R2 block,TAAR1 antagonist,M4 PAM,M1 PAM parental,CRFR2-BP ag,TAAR1 agonist,M5 ag,CHRM5 antagonist,CHRM5 PAM
CC(=O)NC(CC(=O)OCC(=O)NCCc1ccccc1)c1ccccc1 (stereo unspecified),11,0,4,11,-1.2,0,-3,-5,-4
O=C(CN1C(=O)COc2ccccc21)NNC(=O)Nc1ccccc1F,6,-6,5,-8,0.1,0,-4,13,0
Cc1ccc(Nc2nc3ccccc3n3cnnc23)c(Cl)c1,3,-20,-7,-7,3.4,5,0,5,-6
CN(Cc1ccccc1)C(=O)c1cccc(NC(=O)C2CCCN(C(=O)OC(C)(C)C)C2)c1 (stereo unspecified),-2,38,-5,8,-0.5,19,6,0,-20
Cc1ccc(Cn2c(N3CCCCCC3)nc3c2c(=O)[nH]c(=O)n3C)cc1,-90,-30,-1,-8,0.9,15,0,-2,-2
CCOc1ccc(CCNC(=O)COC(=O)c2[nH]c(C)c(C(C)=O)c2C)cc1OCC,-10,-28,6,-9,-0.1,0,0,8,-2
Cc1ccc(N2CC(C(=O)Nc3ccc(S(=O)(=O)Nc4nccs4)cc3)CC2=O)cc1 (stereo unspecified),8,7,5,5,-2.0,14,-2,-5,2
O=C(CC1C(=O)NCCN1C(=O)Nc1ccccc1)Nc1ccc(F)cc1 (stereo unspecified),-25,-18,5,15,-1.3,1,1,8,-1
CN(C)c1ccc(-c2nc3cnccn3c2Nc2ccc3c(c2)OCCO3)cc1,4,-36,-3,18,-0.9,1,3,1,2
CCNc1c(C(=O)O)ccc2c1C(=O)c1ccccc1C2=O,25,-18,-4,3,-2.1,3,-1,13,-5
CCOC(=O)Cc1csc(N)n1,14,-20,2,21,7.0,5,4,-2,3
Clc1ccc(Nc2cc(-c3ccccc3)nc3ncnn23)cc1,14,-7,1,-2,-0.5,6,-2,1,-3
CC1(C(=O)NNC(=O)C2CCCCC2)CC1(Cl)Cl (stereo unspecified),-9,-23,1,7,-0.3,-1,1,-2,-3
COc1ccc(C2C3C=CCC(c4cccc(-c5ccc(C)cc5)c4)C3C(=O)N2Cc2ccccc2)cc1Cl (stereo unspecified),-9,-13,2,1,4.5,2,2,14,1
CCN(Cc1ccccc1)S(=O)(=O)c1ccc(C(=O)N(CCCN(C)C)c2nc3c(C)c(C)ccc3s2)cc1,-12,26,-5,1,1.7,14,-1,-1,-3
O=C(Nc1ncccc1O)c1ccc(S(=O)(=O)Nc2ccccc2)cc1,9,2,11,-7,-2.0,6,6,1,3
Cc1[nH][nH]c(=O)c1C(c1ccc(-c2ccccc2C(=O)O)o1)c1c(C)[nH][nH]c1=O,-5,-2,8,18,-0.9,3,1,-22,6
COC(=O)c1nnn(-c2nc(N3CCOCC3)nc(N3CCOCC3)n2)c1C,-2,-9,1,16,1.3,0,0,1,6
COc1cc(OC)cc(C(=O)NNc2nc3cc4c(cc3s2)OCO4)c1,6,-8,-2,10,-3.6,5,4,3,-3
COc1cccc(/C=N/Nc2ncnc(Cl)c2N)c1O,11,-10,1,-2,0.0,2,-1,-5,4
CC(C)NC(=O)C1CCN(C2CCN(C(=O)c3ccc4cccc(F)c4n3)CC2)CC1,25,-7,14,-7,2.9,0,-4,-3,10
COc1ccc(NC(=O)Nc2nnc(-c3cccs3)s2)cc1,3,0,-8,8,3.3,3,2,1,4
O=C(COC(=O)c1cccc(S(=O)(=O)NCc2ccccc2)c1)NC1CC1,-1,3,11,10,-0.7,8,3,10,1
CSc1nnc(CNS(=O)(=O)c2ccc(Br)cc2)n1C,-10,-16,0,-4,-0.2,5,-4,5,2
Cc1cc(NC(=O)c2cc3ccccc3o2)no1,15,3,17,8,-1.4,6,-2,3,-1
COc1cccc(CNC(=O)COC(=O)c2c(NC(C)=O)sc(C)c2C)c1,-13,-7,17,13,-1.1,0,-1,3,5
CC(C)Cn1c(N)c(C(=O)CSc2nncs2)c(=O)n(C)c1=O,-12,3,-4,-2,2.6,3,5,1,-5
CCCc1cc(SCC(=O)Nc2c(C)n(C)n(-c3ccccc3)c2=O)n2c(nc3ccccc32)c1C#N,10,-11,nt,nt,1.3,1,nt,nt,nt
COc1ccc(OC)c(Nc2nc(-c3c(C)nc4ncccn34)cs2)c1,29,22,-10,-4,-3.5,6,5,6,-10
O=C(CCN1C(=O)COc2ccccc21)N1CCCCC1,-16,20,6,2,2.1,5,-5,8,4
CCC(=NNC(=O)c1ccc2c(c1)nc(C)n2CC)c1cc(F)ccc1O,-11,-13,0,7,11,6,3,-2,-14
CC1(C(=O)NCC2CC2)Cc2c(-c3cccc(C(F)(F)F)c3)ccnc2O1 (stereo unspecified),nt,-24,2,10,nt,-2,0,-3,1
Cc1[nH]nc2c1C(c1ccc(-c3ccccc3C#N)o1)C(C#N)=C(N)O2 (stereo unspecified),-3,nt,2,9,-1.2,nt,1,2,-2
CCc1cccc2c1NC1(CCCC1)CC2C (stereo unspecified),4,-19,0,16,-0.3,-1,-2,6,3
CCOC(=O)CC(=O)Nc1nnc(C(C)C)s1,11,7,-1,20,0.8,4,7,4,-2
COc1ccc(C(=O)N2CCC2(C)C(=O)NC(C)C)c(OC)c1 (stereo unspecified),nt,-8,9,12,nt,2,-1,-8,0
CCc1nc2ccc(C(=O)N(C)CC(=O)Nc3ccc(Cl)c(C(F)(F)F)c3)cc2nc1CC,-20,17,7,2,-0.1,9,-2,-4,-6
COc1cccc(NC(=O)C2CCN(Cc3cnn(-c4ccccc4)c3-n3cccc3)CC2)c1,-3,-8,2,10,-1.0,12,-2,4,-5
COC(=O)c1cccc(S(=O)(=O)N2CCC(NC(=O)NC34CC5CC(CC(C5)C3)C4)CC2)c1,-4,-7,-6,16,1.6,2,-1,0,-1
Cc1ccc(C)c(NC(=O)CN2C(=O)c3ccccc3C2=O)c1,4,-25,-4,10,-0.9,1,2,4,3
CCOc1ccc(S(=O)(=O)Nc2ccccc2C(=O)NCc2ccco2)cc1,-1,16,-6,0,0.3,3,-2,3,-6
CN(C)/C=N/c1nc2nccc(-c3cccs3)n2n1,7,-14,-5,3,-0.2,0,3,16,-13
Cn1c(N)c(C(=O)COC(=O)c2cc(S(=O)(=O)N3CCCCC3)ccc2Cl)c(=O)n(C)c1=O,6,21,-7,18,1.2,9,-2,8,-7
CCCCC1=CC2=CC(=O)C(C)(OC(=O)CC)C(=O)C2=CN1Cc1ccco1 (stereo unspecified),10,nt,11,13,2.8,nt,1,9,5
Cc1cc(C(=O)OCC(=O)NCc2ccccc2)c(C)o1,11,8,-1,7,-0.2,-2,-3,8,-1
CC(=O)c1cc(C#N)c(NCc2cc(-c3ccccc3)no2)nc1C,-6,17,0,-3,1.2,1,-5,4,-3
Cc1ccc(-n2c(=O)[nH]c3c(oc4ccccc43)c2=O)cc1,2,-25,4,-2,37,7,-3,-1,10
O=c1c2c([nH]c3ccccc13)C(=C1CCCC1)CC2,-24,nt,20,8,0.8,nt,1,1,1
C1CCN=C(Nc2nc3c(s2)CCCC3)CC1,-70,-14,-1,4,9.2,7,-6,-3,0
CC1CN(C)CCC1OC(=O)c1ccccc1 (stereo unspecified),10,-1,-4,-11,-0.2,1,-18,15,-13
